Bioassay records deposited in PubChem by National Center for Advancing Translational Sciences (NCATS).
D1 ag – Allosteric Agonists of the Human D1 Dopamine Receptor: qHTS; 360,000 tested, 1% active; activation, % at 2 µM; HEK293 T-REx D1 cells, calcium flux, agonist mode; also: 0% is about no effect
Target sequence (P21728 whole entry, looked up): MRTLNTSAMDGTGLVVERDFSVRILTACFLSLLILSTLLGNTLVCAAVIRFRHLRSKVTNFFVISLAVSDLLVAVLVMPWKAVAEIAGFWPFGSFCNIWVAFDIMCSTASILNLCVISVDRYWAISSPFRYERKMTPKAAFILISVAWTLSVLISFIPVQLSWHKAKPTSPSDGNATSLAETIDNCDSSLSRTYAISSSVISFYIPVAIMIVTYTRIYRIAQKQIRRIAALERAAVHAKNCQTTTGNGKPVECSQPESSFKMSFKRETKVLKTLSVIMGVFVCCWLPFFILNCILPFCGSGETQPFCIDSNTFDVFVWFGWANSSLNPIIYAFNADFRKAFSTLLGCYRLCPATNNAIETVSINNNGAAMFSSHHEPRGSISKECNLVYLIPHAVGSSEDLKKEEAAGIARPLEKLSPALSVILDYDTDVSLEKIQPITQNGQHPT
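Tetracycline-induced HEK293 TREx D1 cells, force-coupled to calcium signalling, were dye-loaded with a no-wash calcium kit. Compound was pin-added after a 10 s baseline. Fluorescence was read kinetically at 1 cycle/s for 180 s, with calcium rises flagged as agonism.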
TRHR PAM – qHTS for Small Molecule Agonists and Allosteric Enhancers of Human TRH Receptor: Primary Screen for Enhancers; TRHR cells, fluo-8 calcium fluorescence, EC20 TRH enhancement; 360,000 tested, 0.66% active; Thyrotropin-releasing hormone receptor (Homo sapiens), P34981; enhancement, % at 2 µM; in the data active = enhancement above about 30%; also: 0% is about no effect
Target sequence (P34981 whole entry, looked up): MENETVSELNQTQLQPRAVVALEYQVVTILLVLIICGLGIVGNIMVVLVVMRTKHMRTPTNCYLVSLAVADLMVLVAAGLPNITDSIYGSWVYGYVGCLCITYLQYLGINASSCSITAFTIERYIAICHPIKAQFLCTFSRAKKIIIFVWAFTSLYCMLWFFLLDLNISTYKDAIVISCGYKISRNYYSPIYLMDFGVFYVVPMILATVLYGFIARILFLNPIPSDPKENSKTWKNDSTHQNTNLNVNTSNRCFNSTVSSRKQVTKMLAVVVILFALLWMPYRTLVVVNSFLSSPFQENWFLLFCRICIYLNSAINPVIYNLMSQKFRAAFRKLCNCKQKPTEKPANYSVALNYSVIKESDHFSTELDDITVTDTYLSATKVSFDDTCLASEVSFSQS
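TRHR-expressing cells loaded with fluo-8 calcium dye were read kinetically (ex 480/em 530) during compound addition, then stimulated with an EC20 of TRH (10 nM final). Enhancement of the Gq-mediated intracellular calcium response was scored.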
D2 PAM – HTS Assay for Positive Allosteric Modulators of the Human D2 Dopamine Receptor: Primary Screen for Potentiators. potentiation, % at 10 µM. D(2) dopamine receptor (Homo sapiens), P14416. HEK293 T-REx D2, calcium flux, EC20 dopamine potentiation. 340,000 tested, 0.34% active;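 active = potentiation over 3 SD above the plate norm, cut at about 30% in these data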; also: 0% is about no effect
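Potentiation of an EC20 dopamine calcium response is measured in a force-coupled, tetracycline-inducible Hek293 Trex D2 line. Compound-only kinetic reads over 180 s flag agonists before dopamine addition.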
D2 antag – HTS Assay for Allosteric Antagonists of the Human D2 Dopamine Receptor: Primary Screen for Antagonists; D(2) dopamine receptor (Homo sapiens), P14416; HEK293 TREx D2 cells, calcium flux, dopamine EC80; inhibition, % at 10 µM; 340,000 tested, 2% active; AID 485344, 2010; in the data active = inhibition above about 30%; also: 0% is about no effect
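Inhibition of EC80 dopamine-driven calcium flux, recorded kinetically, defines activity here; cells are a tetracycline-induced HEK293 T-REx line expressing force-coupled D2.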
RXFP1 antag – qHTS Assay for Antagonists of the Relaxin Receptor RXFP1; Relaxin receptor 1 (Homo sapiens), Q9HBX9; HEK293-RXFP1, relaxin-stimulated cAMP HTRF, 30 min; stronger effect = lower value; activity change, negative = inhibition, % at 57.5 µM; 350,000 tested, 0.59% active; AID 1259400, 2018;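 active = activity change of -60% or lower, but not beyond a set lower limit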; also: % is scaled to controls: 0 for no effect and ±100 for the full control effect
D2 agonist – HTS Assay for Allosteric Agonists of the Human D2 Dopamine Receptor: Primary Screen for Agonists; D(2) dopamine receptor (Homo sapiens), P14416; HEK293 T-REx D2 cells, calcium flux agonist mode; activation, % at 2 µM; 340,000 tested, 0.53% active; AID 485358, 2010;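 active = activation over 3 SD above normal in the single-dose calcium agonist read, cut at about 30% in these data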; also: 0% is about no effect
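Tetracycline-induced HEK293 T-REx cells with force-coupled D2 receptor, plated overnight at 30 C, loaded with no-wash calcium dye. After a 10 s baseline, compound was pin-added and calcium flux read kinetically for 180 s; calcium rises flagged agonists.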
D1 antagonist – Antagonist of Human D 1 Dopamine Receptor: qHTS; D(1A) dopamine receptor (Homo sapiens), P21728; HEK293 TREx D1 cells, calcium flux, dopamine EC80; stronger effect = lower value; activity change, negative = inhibition, % at 10 µM; 360,000 tested, 3.2% active; AID 504652, 2011; in the data active = activity change below about -30%; also: % is scaled to controls: 0 for no effect and ±100 for the full control effect
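Compound effects on dopamine-evoked calcium signalling were measured in tetracycline-induced HEK293 Trex D1 cells. Dopamine at EC80 followed a 180 s compound pre-read, and fluorescence was tracked kinetically for 180 s more.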
D1 PAM – Potentiators of Human D1 Dopamine Receptor: qHTS | D(1A) dopamine receptor (Homo sapiens), P21728 | HEK293 TREx D1 cells, calcium flux, dopamine EC20 potentiation | potentiation, % at 10 µM | 360,000 tested, 0.036% active | AID 504651, 2011; in the data active = potentiation above about 30%; also: 0% is about no effect
TRHR ag – qHTS for Small Molecule Agonists and Allosteric Enhancers of Human TRH Receptor: Primary Screen for Agonists. activation, % at 2 µM. Thyrotropin-releasing hormone receptor (Homo sapiens), P34981. TRHR cells, calcium flux fluo-8, FDSS agonist mode. 360,000 tested, 0.18% active; also: 0% is about no effect
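TRHR-expressing cells loaded with fluo-8 calcium dye; 23 nL library compound pin-transferred, kinetic FDSS fluorescence (Ex 480/Em 530) recorded about 180 s for agonist-induced calcium release, before a 10 nM TRH EC20 addition for potentiator mode.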
Starred values were filed as active, the others as inactive; / = no result given. Rule as the data show it, unless noted: active = activation above about 30%; inactive = the rest.

SMILES	D1 ag	TRHR PAM	D2 PAM	D2 antag	RXFP1 antag	D2 agonist	D1 antagonist	D1 PAM	TRHR ag
O=[N+]([O-])c1cccnc1NCc1cccs1	3.5	2.6	7.6	0.6	-4.2	-0.6	-3.5	-1.9	-0.4
COc1cccc(-n2ccnc2SCC(=O)Nc2cc(OC)ccc2OC)c1	9.3	-0.4	-6.7	1.7	-4.1	-1.1	-24.3	-7.2	-0.5
CC(C)OC(=O)c1cccc(NC(=O)Cn2nnc3sc4c(c3c2=O)CCCC4)c1	0.0	2.5	7.3	/	-12.9	/	-8.1	8.2	0.0
CCc1cc(C(=O)NCC(c2cccs2)N2CCOCC2)sc1C (configuration not stated)	3.5	1.9	-5.3	31.4*	0.2	0.0	9.8	-9.2	-0.2
Cc1cc(C(=O)NCc2ccccc2Br)no1	-0.7	3.2	5.5	0.0	-13.0	-0.9	-17.6	0.2	-0.5
COc1ccc(-c2cc(=O)oc3cc4occ(C)c4cc23)cc1	1.8	-3.1	11.6	4.6	-9.1	0.2	-1.9	-6.4	-0.5
COc1cccc(-c2n[nH]c(=S)n2Cc2ccco2)c1OC	4.6	-9.1	-8.8	1.2	5.6	-0.1	1.6	2.5	0.2
CCOC(=O)C1=C(c2ccccc2)Nc2ncnn2C1c1cc(OC)ccc1OC (configuration not stated)	1.2	5.4	1.2	11.0	-13.4	-0.5	6.1	-1.4	-0.6
CCN(CC)C(=O)c1c(NC(=O)c2ccccc2F)sc2c1CCC(C(C)(C)C)C2 (configuration not stated)	0.5	7.5	-20.4	/	-32.1	2.1	19.9	0.8	-1.0
COc1ccc(CN(C)C(=O)C2CCN(C(=O)Nc3ccccc3)CC2)cc1	-0.7	-7.3	-4.7	-5.8	-7.6	0.1	-4.7	-5.9	-0.2
COc1ccc(OCCN2C(=O)NC3(CCc4ccccc4C3)C2=O)cc1 (configuration not stated)	2.9	11.4	14.2	-2.0	5.9	-0.9	16.5	-4.7	-0.6
Cc1c(-c2ccccc2)oc2c(C(=O)N3CCN(c4ccccc4F)CC3)cccc2c1=O	5.6	10.6	6.5	/	/	/	23.7	-3.0	-0.5
COCCNC(=O)/C(C#N)=C/c1cccc(OCc2ccccc2)c1	-1.0	8.2	0.8	-1.2	-19.3	2.3	-10.8	-7.7	-0.3
CCn1c(SCCC(C)C)nnc1-c1c[nH]c2ccccc12	6.1	-0.2	5.8	8.5	-12.0	-0.2	-9.3	/	1.2
O=S(=O)(Nc1ccon1)c1cc(Cl)ccc1Cl	0.6	-10.0	17.1	-13.1	-1.3	0.4	-5.6	-1.9	-0.7
Cn1c(SCc2ccc(F)cc2)nc2ccc(C(=O)NCc3cccc(Cl)c3)cc21	10.9	6.2	-0.3	/	-10.1	1.2	-9.4	-5.5	2.1
Cc1cc(C)nc(SCC(=O)NC2=NN=C(c3ccc(Br)cc3)CS2)n1	0.3	7.2	-4.7	3.2	-15.8	0.0	-24.3	-9.8	-1.0
CCc1ccc(-c2nc3cc(NC(=O)c4ccc(C)c(C)c4)ccc3o2)cc1	-0.8	5.8	-5.2	/	/	-0.1	-21.1	-2.4	1.7
O=C(NCc1cccs1)c1ccc2c(c1)ncn2C1CCCC1	6.6	6.5	1.1	10.0	15.8	-0.9	4.9	0.8	-1.0
COCCN(C(=O)Nc1ccc(F)cc1F)c1nc2ccccc2s1	0.9	-2.4	2.9	12.3	-3.8	0.7	-20.8	-2.8	-0.3
CCOc1ccc(NC(=O)Cn2nnc(-c3ccccc3F)n2)cc1	0.0	18.7	2.5	-5.4	-18.9	0.0	6.5	-4.6	0.4
CCC(C)N(C(=O)CSc1ccc(NC(C)=O)cc1)C1CCS(=O)(=O)C1 (configuration not stated)	0.9	2.7	-1.3	/	-5.0	/	2.0	-1.9	0.1
CCC(C(=O)NCc1ccc2c(c1)CCN2C(=O)c1ccc(F)cc1)c1ccccc1 (configuration not stated)	0.3	-4.3	3.8	/	-11.5	1.0	-16.6	-5.2	-0.8
COC(=O)c1ccc(CSCC(=O)Nc2ccccc2)cc1	2.0	1.6	-13.0	-8.4	-16.9	0.5	-28.8	-6.9	-0.3
c1ccc(Cn2c(SCCN3CCOCC3)nnc2-c2cccnc2)cc1	2.9	0.6	4.8	11.0	-1.8	0.2	-29.0	-4.1	-0.1

Twelve entries from above, with bars between the fields:
mol | D1 ag | TRHR PAM | D2 PAM | D2 antag | RXFP1 antag | D2 agonist | D1 antagonist | D1 PAM | TRHR ag
O=[N+]([O-])c1cccnc1NCc1cccs1 | 3.5 | 2.6 | 7.6 | 0.6 | -4.2 | -0.6 | -3.5 | -1.9 | -0.4
COc1cccc(-n2ccnc2SCC(=O)Nc2cc(OC)ccc2OC)c1 | 9.3 | -0.4 | -6.7 | 1.7 | -4.1 | -1.1 | -24.3 | -7.2 | -0.5
CC(C)OC(=O)c1cccc(NC(=O)Cn2nnc3sc4c(c3c2=O)CCCC4)c1 | 0.0 | 2.5 | 7.3 | / | -12.9 | / | -8.1 | 8.2 | 0.0
CCc1cc(C(=O)NCC(c2cccs2)N2CCOCC2)sc1C (configuration not stated) | 3.5 | 1.9 | -5.3 | 31.4* | 0.2 | 0.0 | 9.8 | -9.2 | -0.2
Cc1cc(C(=O)NCc2ccccc2Br)no1 | -0.7 | 3.2 | 5.5 | 0.0 | -13.0 | -0.9 | -17.6 | 0.2 | -0.5
COc1ccc(-c2cc(=O)oc3cc4occ(C)c4cc23)cc1 | 1.8 | -3.1 | 11.6 | 4.6 | -9.1 | 0.2 | -1.9 | -6.4 | -0.5
COc1cccc(-c2n[nH]c(=S)n2Cc2ccco2)c1OC | 4.6 | -9.1 | -8.8 | 1.2 | 5.6 | -0.1 | 1.6 | 2.5 | 0.2
CCOC(=O)C1=C(c2ccccc2)Nc2ncnn2C1c1cc(OC)ccc1OC (configuration not stated) | 1.2 | 5.4 | 1.2 | 11.0 | -13.4 | -0.5 | 6.1 | -1.4 | -0.6
CCN(CC)C(=O)c1c(NC(=O)c2ccccc2F)sc2c1CCC(C(C)(C)C)C2 (configuration not stated) | 0.5 | 7.5 | -20.4 | / | -32.1 | 2.1 | 19.9 | 0.8 | -1.0
COc1ccc(CN(C)C(=O)C2CCN(C(=O)Nc3ccccc3)CC2)cc1 | -0.7 | -7.3 | -4.7 | -5.8 | -7.6 | 0.1 | -4.7 | -5.9 | -0.2
COc1ccc(OCCN2C(=O)NC3(CCc4ccccc4C3)C2=O)cc1 (configuration not stated) | 2.9 | 11.4 | 14.2 | -2.0 | 5.9 | -0.9 | 16.5 | -4.7 | -0.6
Cc1c(-c2ccccc2)oc2c(C(=O)N3CCN(c4ccccc4F)CC3)cccc2c1=O | 5.6 | 10.6 | 6.5 | / | / | / | 23.7 | -3.0 | -0.5

Other records
SMILES	D1 ag	TRHR PAM	D2 PAM	D2 antag	RXFP1 antag	D2 agonist	D1 antagonist	D1 PAM	TRHR ag
COC(=O)c1ccc(C)c(NC(=O)c2ccc(CN3CCc4ccccc4C3)cc2)c1	4.5	2.1	-28.7	77.9*	5.8	22.0	3.4	0.0	0.4
Cc1cc(C)cc(NC(=O)CCn2ccnc2)c1	-2.3	-0.6	1.3	17.0	-7.4	0.7	8.1	6.3	1.3
Cc1nn(C(C)C(=O)NCCCc2ccccc2)c(=O)c2cc3occc3n12 (configuration not stated)	0.2	-1.1	2.4	1.4	-3.7	-3.5	-0.7	0.3	-1.4
O=C(c1cccc([N+](=O)[O-])c1)N1CCOCC1	2.1	10.1	11.3	3.1	-2.9	1.2	-3.1	-2.4	0.3
COC(=O)NC1CSCC1OC(=O)CN1C(=O)c2ccccc2C1=O (configuration not stated)	1.0	3.4	1.6	-9.7	-8.2	0.6	-8.4	-4.2	1.9
CC(C)(C)NC(=O)C(c1ccncc1)N(C(=O)Cn1nnc(-c2ccc(F)cc2)n1)c1ccccc1F (configuration not stated)	-0.7	8.0	17.8	-2.4	-37.5	0.3	-2.2	-3.5	-0.5
CCOCCCn1c(=S)[nH]c2cc(C(=O)NCCc3ccc(OC)c(OC)c3)ccc2c1=O	4.7	6.9	16.3	-10.0	-29.5	0.8	-1.2	0.2	-0.5
CC(C)(C)NC(=O)NC(=O)COC(=O)C1c2ccccc2Oc2ccccc21	9.0	-2.3	-0.2	-15.4	-4.0	-0.3	-10.6	-8.1	0.2
FC(F)(F)c1nnc(N2CCN(c3ccc(Cl)cc3)CC2)s1	2.3	5.8	-2.7	-2.6	-1.0	-0.6	4.7	-2.2	-1.2
Cn1c(=O)n(C)c2cc(N3CCOCC3)c(NC(=O)c3ccc(Cl)cc3)cc21	-0.3	20.9	14.3	/	-17.0	-1.7	-10.2	-2.9	-0.5
O=C(O)CN(Cc1ccccc1)S(=O)(=O)c1ccc2c(c1)OCCO2	2.4	-2.0	-1.6	2.9	-20.7	0.7	-4.7	4.2	0.0
CCCCN1CNC(=S)N(Cc2ccccc2)C1	0.6	5.3	-1.8	-1.5	/	0.0	-15.4	-2.9	-0.1
O=C(C1CCC(Cn2c(=O)c3sccc3n(Cc3ccccc3)c2=O)CC1)N1CCOCC1 (configuration not stated)	0.8	-8.3	-11.4	/	5.8	-0.2	3.2	-2.2	-0.2
CCCCC(CC)CNC(=O)C1C2C=CC(C2)C1C(=O)O (configuration not stated)	2.4	-3.4	0.0	-2.4	0.9	0.5	-6.0	-4.6	-0.2
CC(OC(=O)c1ccc2c(=O)n3c(nc2c1)CCCCC3)C(=O)Nc1ncc(Cl)cc1Cl (configuration not stated)	0.2	-1.6	-3.0	4.0	-6.3	-1.5	-8.0	0.6	-0.8
CC[C@H](C)Cc1cn([C@@H](CCCCN)C(=O)NCCCCCCCCCCC(=O)N2CCNCC2)nn1	1.6	11.5	-8.9	3.4	/	0.4	20.4	-2.6	-0.2
CCc1nn(CC(=O)NCCCN(CC(C)C)CC(C)C)c(=O)c2cc3sc(C)cc3n12	2.6	27.1	14.0	/	-0.2	-0.4	9.2	-6.8	-0.1
COc1ccc(-c2csc(NC(C)=O)n2)cc1OC	-0.3	-0.4	7.7	17.1	-0.9	0.3	6.6	0.9	0.1
Cc1onc(-c2ccccc2Cl)c1C(=O)Nc1ccccc1N1CCOCC1	2.0	-3.5	-7.8	-5.9	-2.1	-1.0	-6.6	2.7	-0.5
O=C(O)c1cc(-n2[nH]c(=O)c3ccccc3c2=O)ccc1Cl	0.2	3.4	/	-14.9	-6.2	0.5	-3.4	-12.4	0.2
